High-throughput results deposited in PubChem BioAssay by several laboratories.
NPY Y1 blocker – NPY-Y1 receptor antagonists, primary screen, cell-based. Neuropeptide Y receptor type 1 (Homo sapiens), P25929. HEK293-CNG Y1 cells, membrane potential fluorescence; NPY at EC95, then isoproterenol. inhibition, % at 3.6 µM. actives 1% (n = 200,000);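 active means inhibition above the campaign mean inhibition of all tested compounds plus 3 SD, cut at about 20% in these data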;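 further: 0% = DMSO wells given NPY plus isoproterenol and 100% = isoproterenol alone without NPY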
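Material: HEK293 Y1/CNG channel cell line | Also added: NPY (25 nM), isoproterenol (1 µM), Ro 20-1724 (25 µM) | Compound: One concentration, 3.6 µM, in 0.4% DMSO | Schedule: 3 h dye uptake, 1 h room-temperature compound, 45 min post-isoproterenol | Signal: Membrane-potential fluorescent dye readout | Read-out: % inhibition of NPY effect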
Hck-Nef inh – inhibitors of Nef-activated human Hck kinase, primary screen, biochemical, Z-Lyte FRET, 384-well, Hck-YEEI. AID 463187, 2010. Recombinant Hck-YEEI plus Nef, Z-Lyte FRET kinase assay. inhibition, % at 20 µM. actives 0.68% (n = 220,000). Tyrosine-protein kinase HCK (Homo sapiens), P08631;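 active means Hck-Nef kinase inhibition above about 50%, limit read from the data; inactive means inhibition below that limit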;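 further: 0% = DMSO with Hck plus Nef and 100% = Hck alone without Nef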
Runt-SMMHC FRET – inhibitors of RUNX1 Runt–CBFb-SMMHC binding, primary screen, biochemical, FRET, Cerulean-Runt, Venus-CBFb-SMMHC, uHTS; Cerulean-Runt/Venus-CBFb-SMMHC FRET ratio 530/480, 1 h; AID 1434, 2008; actives 0.74% (n = 220,000); inhibition, % at 20 µM;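 active means mean inhibition across duplicate retests at 20 µM reaching about 50%, limit read from the data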;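 further: 0% = DMSO wells and 100% = wells with excess untagged CBFb-SMMHC; inhibitors lower the FRET ratio by blocking Runt binding to CBFb-SMMHC; some results filed as inactive read as strong as hits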
NPY1 pot ag – NPY-Y1 receptor potentiators or agonists, primary screen, cell-based | Neuropeptide Y receptor type 1 (Homo sapiens), P25929 | NPY-Y1 expressing cells, potentiator/agonist activation | activation, % at 3.6 µM | actives 0.37% (n = 220,000) | AID 1304, 2008; in the data active means activation above about 33%, passing the limit was not always enough;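 further: cells stimulated with NPY at EC10 then isoproterenol at EC100; 0% = low agonist plus stimulus and 100% = saturating agonist plus stimulus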
Mdm2 ligase inh – MDM2-luciferase reporter signal enhancers, primary screen, MDM2 E3 ligase inhibitor project, cell-based, luminescence, 1536-well. E3 ubiquitin-protein ligase Mdm2 (Homo sapiens), Q00987. cell-based MDM2 ubiquitination luciferase reporter, 2 h; 0 = plate control, 100 = twice control, blank-subtracted. signal enhancement, % at 5 µM. actives 0.11% (n = 210,000). AID 1230, 2008;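 active means signal enhancement of 30% or more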;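 further: luminescence tracks abundance of the self-degrading MDM2-luciferase fusion protein; higher signal means inhibition of MDM2 E3 ligase activity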
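system = mammalian cells stably expressing self-ubiquitinating, self-degrading MDM2 E3–luciferase fusion | quantity = 2000 cells per well seeded | incubation = 4 h cell settling then 2 h compound exposure, 37 °C | signal = SteadyLite luminescence, 15 min reagent step | benchmarks = plate control and blank wells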
NPY2 pot ag – NPY-Y2 potentiators or agonists, primary screen, cell-based | Neuropeptide Y receptor type 2 (Homo sapiens), P49146 | cells expressing NPY-Y2, potentiator/agonist read-out | activation, % at 3.6 µM | actives 0.45% (n = 220,000) | AID 1359, 2008; in the data active means activation above about 27%;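 further: cells stimulated with NPY near EC25 plus isoproterenol at EC100; 0% = vehicle plus submaximal agonist and 100% = vehicle plus saturating agonist; some results beyond the cut were filed as inactive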
RBBP9 inh – human RBBP9 inhibitors, primary screen, biochemical, fluorescence polarization, FP-Rh probe, HTS; actives 0.2% (n = 220,000); AID 1515, 2009; inhibition, % at 7.94 µM; recombinant RBBP9;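 active means inhibition above the campaign mean of all tested compounds plus 3 SD, cut at about 14% in these data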;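 further: plate controls were DMSO wells with RBBP9 for no effect and wells lacking RBBP9 protein for full effect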
Target sequence (O75884 whole entry, looked up): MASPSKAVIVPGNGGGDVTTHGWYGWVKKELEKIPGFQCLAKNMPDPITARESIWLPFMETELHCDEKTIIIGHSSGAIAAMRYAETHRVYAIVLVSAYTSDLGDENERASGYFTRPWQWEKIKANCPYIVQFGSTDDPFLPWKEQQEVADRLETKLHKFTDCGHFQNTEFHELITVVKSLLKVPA
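Assay system: recombinant human RBBP9; Reagent: Serine-hydrolase probe FP-Rh, 375 nM pre-mixing; Doses: 7.94 µM single dose, 0.794% DMSO; Incubation: 30 min then 45 min, 25 °C; Detection: fluorescence polarization (mP), excitation 525 nm, emission 598 nm; Evaluation: percent inhibition from mP, scaled between DMSO and no-protein wells.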
Runt-CBFb FRET – inhibitors of RUNX1 Runt–CBFb binding, primary screen, biochemical, FRET, Cerulean-Runt, Venus-CBFb, uHTS | Runt-related transcription factor 1 (Homo sapiens) + Core-binding factor subunit beta … | Cerulean-Runt/Venus-CBFb FRET ratio 530/480, 1 h | inhibition, % at 20 µM | actives 0.46% (n = 220,000);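 active means inhibition over about 50% at 20 µM in the single-dose screen, limit read from the data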;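 further: 0% = DMSO wells and 100% = excess unlabeled CBFb competitor control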
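System: Cerulean-labeled Runt domain protein | Quantity: 100 nM of each labeled protein | Schedule: 1 h compound exposure, room temperature | Detection: Fluorescence energy transfer, 422 nm excitation, 530/480 nm emission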
p97 ATPase inh – inhibitors of human p97 ATPase, primary screen, biochemical; Transitional endoplasmic reticulum ATPase (Homo sapiens), P55072; recombinant p97 ATPase, Kinase-Glo ATP luminescence, 3 h; inhibition, % at 8 µM; actives 0.42% (n = 220,000); AID 1481, 2009; in the data active means inhibition above about 15%;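 further: 0% = DMSO vehicle and 100% = wells lacking enzyme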
Target sequence (P55072 whole entry, looked up): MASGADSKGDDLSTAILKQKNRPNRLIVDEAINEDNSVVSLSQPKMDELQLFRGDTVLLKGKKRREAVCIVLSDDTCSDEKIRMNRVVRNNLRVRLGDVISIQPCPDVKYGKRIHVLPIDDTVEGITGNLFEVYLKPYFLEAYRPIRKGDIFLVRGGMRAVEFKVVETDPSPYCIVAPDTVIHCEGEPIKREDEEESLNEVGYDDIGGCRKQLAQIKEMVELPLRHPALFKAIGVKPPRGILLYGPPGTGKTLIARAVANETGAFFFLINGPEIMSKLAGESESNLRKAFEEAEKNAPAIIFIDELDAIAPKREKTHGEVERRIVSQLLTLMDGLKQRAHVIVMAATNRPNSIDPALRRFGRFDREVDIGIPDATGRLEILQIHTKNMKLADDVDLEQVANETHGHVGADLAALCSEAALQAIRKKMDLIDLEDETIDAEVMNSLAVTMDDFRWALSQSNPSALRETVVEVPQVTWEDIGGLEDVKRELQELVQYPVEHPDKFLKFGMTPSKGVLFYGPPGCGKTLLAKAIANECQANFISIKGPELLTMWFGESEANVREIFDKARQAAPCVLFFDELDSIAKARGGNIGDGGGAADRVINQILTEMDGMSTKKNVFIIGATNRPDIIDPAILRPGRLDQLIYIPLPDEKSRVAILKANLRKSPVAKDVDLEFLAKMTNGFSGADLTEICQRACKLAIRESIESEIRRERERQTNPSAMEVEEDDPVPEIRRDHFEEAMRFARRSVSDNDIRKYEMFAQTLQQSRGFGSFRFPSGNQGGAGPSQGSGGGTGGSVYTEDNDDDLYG
The depositor's hits bear a star; . = not tested or not shown.

Molecule	NPY Y1 blocker	Hck-Nef inh	Runt-SMMHC FRET	NPY1 pot ag	Mdm2 ligase inh	NPY2 pot ag	RBBP9 inh	Runt-CBFb FRET	p97 ATPase inh
C=CCOC(=O)CN1C(=O)c2ccccc2C1=O	-2	-9	-2	11	1	5	-2	-1	6
CCOc1ccccc1OCCN1CCC(Cc2ccccc2)CC1	26*	1	2	-29	-8	-10	-7	-2	-1
CC(C)CC(=O)NC(=S)Nc1ccc(NC(=O)c2ccco2)cc1	-5	17	5	4	7	2	-6	-2	1
Cc1ccccc1-n1nc(C)c2cc(C(=O)NC3CC3)sc21	0	-1	-1	6	-38	-9	-5	0	1
O=C(NCCc1ccc2c(c1)OCCO2)c1cc2ccccc2o1	21*	0	-9	-29	-22	-13	-5	0	-1
Cc1cccc(OCC(=O)Nc2cc(C)c(C)cc2O)c1	-1	3	2	-31	-28	-6	-12	1	2
CCOc1cc(/C=C2\C(=O)N(CCC#N)N=C2C)ccc1OCC(N)=O	1	28	-4	2	-6	6	-11	-1	17*
CCN1CCC[C@H]1CNC(=O)c1cc(S(N)(=O)=O)ccc1OC	5	.	-7	-2	.	-24	-4	0	8
Cc1ccn2cc(-c3cccc(NC(=O)C(C)C)c3)nc2c1	-4	3	2	-11	-15	-15	0	1	-1
O=c1[nH]n(CCO)c(=O)c2cccnc12	.	20	0	13	-1	-1	-8	2	6
O=C(NNC1=C(C(=O)C(F)(F)F)CCC1)c1cccc(Cl)c1	3	-1	0	1	-11	-16	1	2	-1
CCOC(=O)CSc1nc2cc(OCC)ccc2cc1C#N	6	0	2	2	-7	8	-5	2	-5
CCOC(=O)CCCCC(=O)c1[nH]c(=O)[nH]c1C[n+]1ccc(C)cc1	0	1	1	-17	-28	-19	2	0	1
Cc1ccc(NS(=O)(=O)c2cc(NC(=O)c3cc4c(s3)CCCC4)ccc2C)c(C)c1	0	0	0	-6	.	7	-9	-1	4
CC(=O)Nc1sc2c(c1C(N)=O)CCC2	-7	19	3	4	.	-8	2	-2	1
CCN(CC)CC(C)(C)COC(=O)c1oc2ccccc2c1C	.	11	2	-2	-2	-3	-4	0	2
Cn1c(CSCc2ccc(Cl)cc2)nnc1SCC(=O)Nc1nccs1	-1	10	-20	10	-17	16	2	-4	2
COc1cc(NC(=O)Cn2ccsc2=N)c(C)cc1[N+](=O)[O-]	-2	14	3	9	-3	-10	5	-1	3
O=C(NC1CCCCC1)[C@H](CSCc1ccccc1)N1Cc2ccccc2C1=O	2	-5	-2	3	.	2	-1	-2	5
CCSc1nnc(NC(=O)CCn2c(=O)oc3ccccc32)s1	.	31	0	.	-7	.	.	2	.
O=C(O)CCc1ccc(-c2ccccc2)n1NC(=O)c1sc2ccccc2c1Cl	2	0	1	-28	-6	-1	-5	6	0
Cc1ccc(C)c(NC(=S)NC2CC3CCC(C2)N3Cc2ccco2)c1 (configuration not stated)	1	1	4	7	-11	-6	1	0	3
CN1CCN(c2nc3c(c(=O)[nH]c(=O)n3C)n2CCOc2ccccc2)CC1	-5	5	0	12	-7	5	-2	-1	3
O=C(CSC1=NCCS1)N1CCCC1	3	-5	-1	7	-5	4	-6	-1	2
Cc1cc2cc3c(cc2nc1SCC(=O)O)OCCO3	4	0	2	-15	-10	-7	-1	-1	-2
C=CCOC(=O)C1=C(C)NC(C)=C(C(=O)OCC=C)C1c1cccs1	0	1	-3	16	-1	14	-5	-5	-6
Nc1nnc(COc2ccc(Br)cc2Br)s1	3	0	1	-1	-7	-7	-6	-1	5
CC1CCCN(C(C(=O)Nc2ccc(C(C)C)cc2)c2ccc3c(c2)OCO3)C1 (configuration not stated)	3	2	0	2	-11	-16	-1	-1	15*
COc1ccc(CNC(=O)c2c(-c3cc(Cl)c(OC)c(Cl)c3)noc2C)cc1	2	0	0	-20	-16	-15	-8	-2	-1
CC(C)CCn1c(SCC(=O)c2ccccc2)nc2c1c(=O)[nH]c(=O)n2C	-4	2	0	4	-2	14	-1	-2	1

Other results.
Molecule	NPY Y1 blocker	Hck-Nef inh	Runt-SMMHC FRET	NPY1 pot ag	Mdm2 ligase inh	NPY2 pot ag	RBBP9 inh	Runt-CBFb FRET	p97 ATPase inh
Cc1cc(NC(=O)C2CC(c3ccc(F)cc3)=NO2)no1 (configuration not stated)	-5	0	-2	-3	-6	-10	-11	0	-2
c1ccc(-c2cnc(-c3ccccc3)nc2)cc1	-7	-10	2	5	-52	7	-8	-2	1
COc1cc(/C=C(\C#N)C(=O)N2CCc3ccccc32)ccc1O	.	15	16	1	.	-13	0	10	5
CC(=O)Nc1nonc1-c1nc2ccccc2n1CCC(C)C	43*	1	-5	-72	-7	-17	-6	-5	0
N#Cc1cc(C(=O)Cc2ccccc2)c[nH]1	0	-7	-3	18	1	5	6	-1	2
CCOc1ccccc1NC(=O)N1CCC(NC(=O)c2cccc(C)c2)CC1	-2	0	-4	-19	-17	1	5	-3	4
O=C(Nc1scc(-c2cccs2)c1C(=O)O)c1cccs1	8	1	1	-4	-12	-10	2	4	8
CC(C)C(NS(=O)(=O)c1cccc2nsnc12)C(=O)NCc1ccc2c(c1)OCO2 (configuration not stated)	4	1	4	-17	-9	-22	-5	-2	1
CC1CCN(C(c2ccc(N(C)C)cc2)c2nnnn2Cc2ccccc2)CC1 (configuration not stated)	1	-1	2	-15	19	-13	-2	-1	-11
Clc1ccccc1CSc1ncccn1	4	-1	-1	-9	-23	1	-2	-2	2
c1ccc(Cn2c(CNc3nc4ccccc4n3CCN3CCOCC3)nc3ccccc32)cc1	-3	2	1	-23	-4	10	-6	-2	1
CCN(CC)CCC(c1ccc2c(c1)OCO2)c1c(OC)cc(OC)c2c(-c3ccccc3)cc(=O)oc12 (configuration not stated)	.	29	1	.	7	.	.	3	.
C=CCn1c(SCC(=O)Nc2cc(OC)c(NC(=O)c3ccco3)cc2OC)nnc1-c1ccncc1	1	7	2	-14	1	-1	-1	0	-1
COC(=O)c1ccc(C(=O)Nc2ccc3nc(-c4cccnc4)[nH]c3c2)cc1	1	1	-94	21	-11	1	-15	2	5
COc1cccc(OC)c1C(=O)NC(=S)Nc1ccc2c(c1)C(=O)N(C)C2=O	4	3	0	-20	2	-9	-6	0	2
Cc1sc(NC(=O)c2cccnc2)nc1-c1ccccc1	2	1	0	1	-8	1	3	5	2
O=C(NCc1ccccn1)c1ccccc1-c1ccccc1	1	-7	3	-9	-18	-3	0	-1	-1
O=C(Nc1ccccc1)C1CCCCN1S(=O)(=O)c1ccccc1 (configuration not stated)	1	6	-1	-5	-18	-1	-2	-3	1
NC1=NC(=Nc2ccc(Br)cc2)c2ccccc21	4	1	-4	-21	-3	-16	-6	-3	0
O=c1c2c(nc3n1CCCCC3)sc1c(O)cccc12	10	-1	4	-2	-10	-6	8	11	10
CC(=O)c1cn(CC(=O)NCc2cccnc2)c2ccccc12	-3	-1	-4	-4	-10	8	-3	1	0
CCCc1cc(C(=O)NNC(=S)Nc2cccc(C)c2)cs1	-1	2	4	-20	-6	-6	-4	8	-2
O=C(Nc1cccc(Cl)c1)c1ccc(NCC2CCCO2)c([N+](=O)[O-])c1 (configuration not stated)	-3	1	-47	15	-4	-5	-7	-22	4
CCCCOc1ccc(Cl)cc1CSc1nnc(C)n1N	-1	-5	3	-2	-8	6	-8	-1	-4
Cc1ccc(CNC(=O)CN2CCCC(C)C2)cc1 (configuration not stated)	-3	32	-4	-16	2	-23	-14	2	-5
COC(=O)c1[nH]c2ccc(Br)cc2c1NC(=O)C(C)N1CCN(C2CCCCC2)CC1 (configuration not stated)	5	1	2	-6	-6	10	-12	2	1
COc1ccc(/C=C/C(=O)NC(=S)NNC(=O)c2ccco2)cc1	7	9	5	-8	1	1	-11	3	4
COCCSc1ccccc1C(=O)Nc1ccc(Cl)cn1	14	2	0	2	2	6	-4	1	5
Cc1nc2cnccc2n1C	3	-2	0	-2	-5	-2	-7	-1	2
COCCNC(=O)C(=O)N/N=C/c1cccs1	2	8	-2	6	1	5	7	-1	0

Further entries follow.
Molecule	NPY Y1 blocker	Hck-Nef inh	Runt-SMMHC FRET	NPY1 pot ag	Mdm2 ligase inh	NPY2 pot ag	RBBP9 inh	Runt-CBFb FRET	p97 ATPase inh
Cc1cccc(-c2cc(C(=O)NCc3ccccn3)c3ccccc3n2)c1	7	-1	1	-20	-9	-17	0	0	0
C=CCn1c(SCN2C(=O)c3ccccc3C2=O)nc2ccc(Cl)cc2c1=O	2	2	0	14	-14	2	-5	1	-3
Cc1ccc(C(=O)OCC(=O)NCC2CCCO2)c(C)c1 (configuration not stated)	-4	18	0	-1	-1	-13	-4	3	6
COc1cccc2cc(-c3nnc(SCC(=O)Nc4cc(C(F)(F)F)ccc4Cl)n3N)oc12	10	1	4	6	-26	2	-4	-5	1
CC(C)c1nnc(NC(=O)c2ccc(S(=O)(=O)N3CCOCC3)cc2)s1	2	-1	-2	6	-23	8	-1	-2	4
CC(C)(C)c1cn(-c2ccc(F)cc2)c(=S)[nH]1	3	1	7	4	-8	0	4	16	-1
CCCCc1cc2c(cn1)=C(OC(=O)c1cnc3ccccc3n1)C(C)(OC(=O)CC)C(=O)C=2 (configuration not stated)	.	21	0	.	17	.	.	0	.
CCCc1cc(=O)oc2cc(OCC(=O)N(C)C)c(Cl)cc12	-2	-7	2	-13	-13	-2	-6	0	-5
